# CYP2C19 inhib = inhibitors of human CYP2C19; hit rate 21% among 96,000; inhibition, % at 5 µM; P33261; CYP2C19 Supersomes, luciferin-H EGE luminescence, 30 min;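 active = CYP2C19 inhibition above a set limit at 5 µM in the primary screen, cut at about 50% in these data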;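 note: plate controls were negative control wells for no effect and 2.5 mM tranylcypromine positive control for full effect; values of inactives mirror those of a sister screen read the other way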
# Target sequence (P33261 whole entry, looked up): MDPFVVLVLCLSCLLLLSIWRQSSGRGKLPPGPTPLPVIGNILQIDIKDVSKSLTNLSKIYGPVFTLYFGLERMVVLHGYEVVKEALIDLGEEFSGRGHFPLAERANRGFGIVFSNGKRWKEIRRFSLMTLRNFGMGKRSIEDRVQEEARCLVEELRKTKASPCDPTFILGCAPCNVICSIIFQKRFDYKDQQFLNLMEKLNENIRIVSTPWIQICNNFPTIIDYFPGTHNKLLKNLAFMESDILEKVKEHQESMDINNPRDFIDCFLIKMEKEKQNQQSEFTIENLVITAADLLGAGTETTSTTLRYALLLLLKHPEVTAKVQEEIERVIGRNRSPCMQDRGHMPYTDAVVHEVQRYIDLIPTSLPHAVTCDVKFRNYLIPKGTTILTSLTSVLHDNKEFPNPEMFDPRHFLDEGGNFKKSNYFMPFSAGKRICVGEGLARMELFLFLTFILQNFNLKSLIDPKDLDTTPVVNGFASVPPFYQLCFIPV
# ERa SRC1 inh = ER-alpha (human) coactivator binding inhibition | inhibition, % at 25.6 µM | hit rate 1.7% among 86,000 | TR-FRET ER-alpha LBD / SRC-1 peptide, estradiol-bound | P03372 | AID 629; in the data active = inhibition above about 50%;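 note: 0% = receptor plus peptide control and 100% = peptide only without receptor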
# Target sequence (P03372 whole entry, looked up, the tested form may be a part): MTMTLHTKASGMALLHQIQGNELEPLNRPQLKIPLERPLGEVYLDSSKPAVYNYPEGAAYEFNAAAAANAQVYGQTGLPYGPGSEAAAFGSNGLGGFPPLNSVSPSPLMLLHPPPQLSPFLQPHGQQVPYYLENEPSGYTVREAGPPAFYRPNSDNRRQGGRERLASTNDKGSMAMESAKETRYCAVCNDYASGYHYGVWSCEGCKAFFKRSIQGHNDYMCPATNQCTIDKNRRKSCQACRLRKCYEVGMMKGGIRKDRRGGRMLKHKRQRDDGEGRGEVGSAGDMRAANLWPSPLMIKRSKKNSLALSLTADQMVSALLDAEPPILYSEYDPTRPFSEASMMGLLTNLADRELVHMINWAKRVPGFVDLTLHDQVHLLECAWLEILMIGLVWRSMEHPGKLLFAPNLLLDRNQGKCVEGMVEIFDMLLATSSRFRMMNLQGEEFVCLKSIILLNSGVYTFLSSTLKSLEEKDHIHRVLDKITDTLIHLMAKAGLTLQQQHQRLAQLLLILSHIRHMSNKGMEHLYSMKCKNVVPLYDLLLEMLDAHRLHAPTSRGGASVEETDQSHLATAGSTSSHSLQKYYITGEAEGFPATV
# CYP2C19 activ = cytochrome P450 2C19 (human) activation. P33261. recombinant CYP2C19, luciferin-H EGE luminescence; hits give high values; 0 = fully inhibited enzyme, 1 = untreated enzyme. activation factor at 5 µM. 96,000 tested, under 10 active. AID 1025;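 active = activation factor of at least 2 at 5 µM in the primary screen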;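 note: 0 = wells with 2.5 mM tranylcypromine and 1 = vehicle-only wells; values of inactives mirror those of a sister screen read the other way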
# HUVEC inhibit = human endothelial cell proliferation inhibition | HUVEC proliferation, CellTiter-Glo luminescence, 72 h; hits give low values | viability, % at 10 µM (by protocol) | hit rate 1.1% among 86,000 | AID 648;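 active = viability at or below 30%; inactive = viability above 30%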;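 note: 100% = median luminescence of DMSO-only cell control wells on each plate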
# Mac1 fbg inh = blocks human CD11b/CD18 adhesion to fibrinogen; K562 CD11b/CD18 adhesion to fibrinogen, ATPlite luminescence; Mn2+ added to activate the integrin; hit rate 0.54% among 93,000; inhibition, % at 10 µM;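 active = primary inhibition of 50% or more at 10 µM, then 40% or more on retest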; note: some results filed as inactive read as strong as hits
# Mac1 fbg enh = increases human CD11b/CD18 adhesion to fibrinogen. P05107+P11215. K562 CD11b/CD18 adhesion to fibrinogen, ATPlite luminescence. activation, % at 10 µM. hit rate 0.07% among 93,000;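 active = 10 µM primary screen giving 50% or more activity, confirmed by 40% or more on retest at that dose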; note: strong numbers were not always called active
# H69AR inhibit = blocks growth of human H69AR lung tumor cells. H69AR lung tumor viability, ATP luminescence, 72 h; hits give low values. AID 598. hit rate 6% among 85,000. viability, % at 10 µM;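 active = viability at or below 40%; inactive = viability above 40%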;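 note: multidrug resistant small cell line overexpressing MRP-1 efflux transporter; 100% = mean luminescence of untreated control wells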
# ERa SRC1 pot = enhances coactivator binding to human estrogen receptor alpha | coactivator binding (% of control), % at 25.6 µM | AID 639 | TR-FRET ERalpha-LBD/SRC-Cy5 coactivator binding, 2 h; 100 = basal binding, no effect | P03372 | hit rate 1.3% among 86,000; in the data active = activity above about 200%;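 note: binding measured in presence of low estradiol as agonist stimulus; 0% = peptide alone without receptor and 100% = receptor with peptide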
# Fibroblast inh = blocks proliferation of human lung fibroblasts; hit rate 1.1% among 85,000; viability, % at 10 µM; LL 47 human lung fibroblast viability, ATP luminescence; hits give low values;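 active = viability at or below 50% in the single dose screen; inactive = viability above 50%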;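 note: compound exposure lasted 72 h before the ATP readout; 100% = median luminescence of untreated cell-only wells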
#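 Times – overnight cell rest, 72 h compound treatment at 37 °C · Test system – human lung fibroblast line LL 47, low passage · Amount – 1,150 cells in each well · Controls – cell-only wells, no compound · Doses – 0.1% DMSO in all compound wells · Measured by – CellTiter-Glo luminescence · Buffer or medium – IMEM plus 15% FBS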
# An asterisk follows results filed as active; x = not tested or not shown; [ ] = remark or other dose.
SMILES,CYP2C19 inhib,ERa SRC1 inh,CYP2C19 activ,HUVEC inhibit,Mac1 fbg inh,Mac1 fbg enh,H69AR inhibit,ERa SRC1 pot,Fibroblast inh
CCn1c(CNc2ccc(Cl)cc2)nnc1SCCN1CCCCC1,x,4.0,x,93.0,x,x,78.8,92.7,95.3
CCCN1C(=O)CC(C(=O)OC)=C1C,-5.7,2.6,1.1,100.5,4.5,6.4,97.2,112.8,97.4
C=CCNC(=O)c1nn2cccnc2c1Cl,-6.8,-0.8,1.1,88.3,-18.4,0.8,86.7,138.4,95.3
O=C(/C=C/c1cccs1)NC(=S)NNC(=O)Cc1cccs1,x,-7.4[fluorescence artefact?],x,57.6,x,x,44.0,85.4,93.9
CCOC(=O)N1CCN(Cc2nc(-c3ccccc3)no2)CC1,-6.9,0.3,1.1,100.0,3.4,-0.7,96.0,102.7,97.5
CCOc1ccccc1CNC(=O)C1CCN(C(=O)c2sccc2-n2cccc2)CC1,83.7*,x,0.2,x,11.5,-4.2,x,x,x
Cc1ccc(CNC(=O)c2cc3c(C)nc4ccccc4c3o2)cc1,14.2,56.7*[fluorescence artefact?],0.9,86.7,58.3,-2.1,90.1,170.8[fluorescence artefact?],99.7
CCOC(=O)c1ccc(NC(=O)c2ccc(CO)c(C(=O)NC3CCN(C(=O)OCC)CC3)c2)cc1,18.2,-0.8,0.8,104.6,-37.4,2.0,85.3,102.9,94.7
Cc1cc(N2CCN(C(c3ccccc3)c3ccc(Cl)cc3)CC2)n2ncnc2n1 (stereo not drawn),x,5.3,x,61.6,x,x,76.6,55.1[fluorescence artefact?],89.0
O=C(CSc1nnc(-c2ccc(Br)cc2)o1)N1CCN(C(=O)c2ccco2)CC1,7.8,-14.7,0.9,104.5,0.7,-1.1,82.3,105.9,100.3
COc1ccc(CCNC(=O)CN2C(=O)C3(OCCCO3)c3ccccc32)cc1OC,58.8*,7.2,0.4,104.6,-4.6,-5.4,87.4,105.7,108.2
CCCCN(C)CCNC(=O)c1ccc2c(c1)NC(=O)C(N1CCCCC1)S2 (stereo not drawn),-9.0,-2.2,1.1,99.2,-5.4,-0.3,87.8,77.1,89.4
O=C(COc1ccc2ccccc2c1)NCC(=O)N/N=C/c1ccco1,2.5,x,1,x,-4.6,0.2,x,x,x
CCCCOCC1CN(c2ccccc2)C(=O)CS1 (stereo not drawn),-13.4,22.4,1.1,97.2,0.8,6.8,100.3,103.2[fluorescence artefact?],94.8
COc1ccc(NC(=O)C2CC(=O)N(C(C)C)C2)cc1 (stereo not drawn),-4.4,-3.8,1,100.9,-4.4,-2.6,101.4,123.8,113.0
CCOc1ccccc1N1CCN(S(=O)(=O)c2ccc(Cl)s2)CC1,45.2,-3.4,0.5,97.4,6.4,1.4,76.5,100.8,96.3
CC(=O)Oc1ccc(N2C(=O)C3C(C2=O)C2(C)C=CC3(C)O2)cc1 (stereo not drawn),-25.7,-27.8,1.3,94.7,-14.1,-5.4,2.3*,87.9[fluorescence artefact?],27.0*
O=C(NCCC1=CCCCC1)C(=O)NCc1ccccc1Cl,2.3,x,1,x,-6.7,0.6,x,x,x
O=C(CSc1nnc2ccccn12)c1ccc(OC(F)F)cc1OC(F)F,76.5*,-4.0,0.2,105.6,-9.0,-2.9,74.6,106.9,101.2
CCc1c(C)nc(SCC(N)=O)c(C#N)c1C,10.9,10.3,0.9,100.6,3.7,0.2,99.0,107.7[fluorescence artefact?],99.8
O=C(CSc1nc2ccccc2c(=O)n1CC1CCCO1)N1CCN(c2ccccc2)CC1 (stereo not drawn),x,-1.5[fluorescence artefact?],x,94.7,x,x,61.0,99.6,107.2
Cc1nc2cc(C(=O)O)ccc2n1-c1ccccc1,-9.9,-0.8,1.1,97.9,-0.6,-0.6,81.3,93.9,107.8
Cc1cc(NC(=O)c2ccc(S(=O)(=O)N(C)C)cc2)no1,-11.2,-1.6,1.1,98.0,-27.6,1.3,97.5,89.6,109.4
Cc1nc2nc(SCC(=O)N3CCOCC3)nn2c(C)c1Cc1ccccc1,7.4,x,0.9,x,-2.7,-2.2,x,x,x
Cc1ccc(S(=O)(=O)NCC(=O)N(CC(=O)NCc2ccco2)Cc2cccs2)cc1,26.2,4.3,0.7,94.9,x,x,78.6,96.7,96.7
COc1ccc(NC(=S)Nc2cc(-c3ccccc3)[nH]n2)cc1Cl,-6.6,x,1.1,x,-4.6,-4.2,x,x,x
CC1C2=C(CCCC2=O)N(c2cccc3ccccc23)C2=C1C(=O)CCC2,x,-5.5,x,102.2,x,x,94.7,113.5,100.2
Nn1c(COc2ccccc2)nc2ccccc2c1=O,51.8*,-1.4,0.5,97.2,18.3,-0.1,85.0,113.4,110.2
COc1ccc(N(Cc2cc(=O)[nH]c3ccccc23)C(=O)c2ccco2)cc1,5.2,-0.1,0.9,90.6,10.1,-2.3,76.8,85.0,94.6
COc1cc2c(cc1OC)C(c1ccco1)CC(=O)N2 (stereo not drawn),10.1,-7.3,0.9,97.1,-6.0,-1.9,97.6,107.2,95.4

# Taken from the entries so far, two compounds:
SMILES,CYP2C19 inhib,ERa SRC1 inh,CYP2C19 activ,HUVEC inhibit,Mac1 fbg inh,Mac1 fbg enh,H69AR inhibit,ERa SRC1 pot,Fibroblast inh
CCOc1ccccc1N1CCN(S(=O)(=O)c2ccc(Cl)s2)CC1,45.2,-3.4,0.5,97.4,6.4,1.4,76.5,100.8,96.3
CC(=O)Oc1ccc(N2C(=O)C3C(C2=O)C2(C)C=CC3(C)O2)cc1 (stereo not drawn),-25.7,-27.8,1.3,94.7,-14.1,-5.4,2.3*,87.9[fluorescence artefact?],27.0*

# Quoted at random: two entries already listed
SMILES,CYP2C19 inhib,ERa SRC1 inh,CYP2C19 activ,HUVEC inhibit,Mac1 fbg inh,Mac1 fbg enh,H69AR inhibit,ERa SRC1 pot,Fibroblast inh
CC1C2=C(CCCC2=O)N(c2cccc3ccccc23)C2=C1C(=O)CCC2,x,-5.5,x,102.2,x,x,94.7,113.5,100.2
COc1ccc(N(Cc2cc(=O)[nH]c3ccccc23)C(=O)c2ccco2)cc1,5.2,-0.1,0.9,90.6,10.1,-2.3,76.8,85.0,94.6

# The list continues:
SMILES,CYP2C19 inhib,ERa SRC1 inh,CYP2C19 activ,HUVEC inhibit,Mac1 fbg inh,Mac1 fbg enh,H69AR inhibit,ERa SRC1 pot,Fibroblast inh
Cc1ccc(CCNC(=O)C2CCCN(C(=O)c3cc4sccc4n3C)C2)cc1 (stereo not drawn),28.4,x,0.7,x,-39.3,6.4,x,x,x
CCNC(=O)CC1C(=O)N(c2ccc(C)cc2)C(=O)N1Cc1ccccn1 (stereo not drawn),3.6,5.2,1,96.5,-13.3,-3.3,87.8,104.9,99.7
Cc1occc1C(=O)NCc1ccc2c(c1)OCO2,87.5*,17.4,0.1,88.3,6.1,0.2,92.3,95.8,92.2
O=C(COc1ccccc1F)Nc1nnc(-c2ccncc2)s1,93.3*,2.7,0.1,93.2,1.2,-0.8,90.2,104.7,103.2
COC(=O)C1=C(N)Oc2cc(C)n(Cc3cccnc3)c(=O)c2C1c1ccccc1OC (stereo not drawn),36.9,1.6,0.6,83.5,-19.6,2.3,91.4,111.5,92.5
O=C(NCC1CCCO1)C1c2ccccc2C(=O)N1Cc1ccc2c(c1)OCO2 (stereo not drawn),3.4,-8.2,1,92.0,x,x,87.7,112.2,102.8
Cn1c(C(=O)NC2CCCC2)cc2c(=O)n(C)c3ccccc3c21,56.3*,-4.0,0.4,79.0,-16.5,-1.1,60.6,119.5,94.4
OCCN(Cc1ccccc1)Cc1ccc(Cl)cc1,100.1*,0.5[fluorescence artefact?],0,x,-29.3,0.0,x,107.2[fluorescence artefact?],x
COc1ccc(CC(=O)Nc2cccc(-c3nnc(-c4ccccc4)o3)c2)cc1OC,85.0*,29.6,0.2,46.4,41.6,6.6,50.6,138.4[fluorescence artefact?],54.3
O=C1CC(N(Cc2ccco2)C(=O)Nc2ccc(F)cc2)C(=O)N1c1ccc(F)cc1 (stereo not drawn),79.7*,-7.7,0.2,102.3,3.2,0.2,93.5,99.6,98.9
CC(=O)c1c(C(C)=O)c(C)n(CCCCn2c(C)c(C(C)=O)c(C(C)=O)c2C)c1C,x,-22.2,x,92.5,x,x,85.7,110.3[fluorescence artefact?],101.8
CC(C)NS(=O)(=O)c1ccc(CCC(=O)N2CCOCC2)cc1,14.2,2.2,0.9,98.7,-2.5,-1.1,103.6,108.2,98.8
O=C(CSc1nnnn1-c1ccc2c(c1)OCCO2)N1CCc2ccccc21,2.6,4.3,1,98.8,-4.1,-2.0,85.5,87.1,102.2
COC(=O)c1ccccc1NC(=O)CN1CCC(n2nnc3cc(C(F)(F)F)ccc32)CC1,69.5*,x,0.3,x,6.4,-3.4,x,x,x
COc1cccc(C2/C(=C(/O)c3cnn(-c4ccccc4)c3C)C(=O)C(=O)N2CCN(C)C)c1 (stereo not drawn),x,-8.6,x,105.8,x,x,78.6,97.9,97.1
O=C(Cc1cccs1)Nc1cccnc1,7.3,4.9,0.9,102.5,-8.6,-0.6,x,116.8[fluorescence artefact?],94.0
COc1ccc(CNC(=O)[C@H](C)NC(=O)C2CCN(S(=O)(=O)c3ccc(C)cc3)CC2)cc1,6.8,0.2,0.9,87.8,-20.3,-2.9,100.8,127.1[fluorescence artefact?],96.3
Cc1[nH][nH]c(=O)c1C(c1ccc(-c2ccc(Cl)cc2Cl)o1)c1c(C)[nH][nH]c1=O,74.1*,x,0.3,x,2.0,-1.7,x,x,x
Cc1ccccc1NC(=S)NCCC(c1ccccc1)c1ccccc1,62.9*,x,0.4,x,9.0,-4.6,x,x,x
Cc1ccc(Cn2c(SCC(=O)N/N=C/c3ccc(C)o3)nc3ccccc32)cc1,5.9,x,0.9,x,4.2,2.3,x,x,x
CN(C1CCCCC1)S(=O)(=O)Cc1ccccc1,53.9*,-1.7,0.5,93.8,3.3,2.0,91.7,108.5,102.9
O=C(N1CCN(c2ccccc2)CC1)C12CC3CC(CC(C3)C1)C2,80.7*,-7.4,0.2,102.0,1.8,5.5,84.3,104.1,106.3
O=C(CN1CCN(Cc2ccccc2)CC1)c1ccc(Br)cc1,16.1,-7.2,0.8,93.4,x,x,77.4,120.7,100.5
CCOC(=O)N1CCC(n2c(=S)[nH]c3cc(OC)c(OC)cc3c2=O)CC1,3.0,5.0[fluorescence artefact?],1,97.6,-15.5,-0.8,33.8*,121.5,103.7
CC(C)(C)c1ccc(CNc2cc(N3CCOCC3)ccc2[N+](=O)[O-])cc1,23.5,x,0.8,x,5.1,-1.7,x,x,x
O=C(NCc1ccccc1)NC(=O)c1ccccc1,37.3,-0.1,0.6,102.6,-24.9,2.1,114.6,109.3,99.4
C=CCNC(=S)N1CCN(CCN=CC2=C(O)CC(c3ccco3)CC2=O)CC1 (stereo not drawn),8.4,-0.6,0.9,91.3,-9.0,0.9,89.6,84.7,95.6
Nc1ccccc1OCCOCCOCCOc1ccccc1N,74.6*,-3.9,0.3,80.5,-7.4,-2.1,61.7,111.5,104.6
COc1ccc(C(C(=O)NC2CCCC2)N(Cc2ccccc2)C(=O)CNC(=O)c2ccco2)cc1 (stereo not drawn),30.7,-0.1,0.7,105.4,5.7,-3.3,101.8,92.3[fluorescence artefact?],106.5
O=C(OCc1c(Cl)cccc1Cl)c1cccnc1,86.5*,-16.2,0.1,88.5,3.7,0.3,102.3,112.0,97.5
CCn1ncc(Cl)c1C(=O)NC(C)c1ccccc1 (stereo not drawn),61.8*,9.7,0.4,96.9,-10.6,-4.3,85.2,99.9[fluorescence artefact?],98.6
Cc1cccc(NC(=O)c2c(O)c3cccc4c3n(c2=O)CC4)c1,x,34.1[fluorescence artefact?],x,96.1,x,x,72.1,216.6*[fluorescence artefact?],109.4

# High-throughput results from PubChem BioAssay.
